RAD54 inh: inhibitors of human RAD54 branch migration; Q92698; actives 0.14% (n = 360,000); inhibition, % at 10.4 µM; RAD54 Holliday junction branch migration, FAM/BHQ fluorescence; AID 602329;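 active = mean normalized replicate activity at least 40 and at least half of replicates scoring 40 or more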;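 also: 0% = median of neutral control wells and 100% = median of positive control wells; inhibitors cause a drop in the FAM fluorescence signal; in these data hits start at about 50%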
Target sequence (Q92698 whole entry, looked up): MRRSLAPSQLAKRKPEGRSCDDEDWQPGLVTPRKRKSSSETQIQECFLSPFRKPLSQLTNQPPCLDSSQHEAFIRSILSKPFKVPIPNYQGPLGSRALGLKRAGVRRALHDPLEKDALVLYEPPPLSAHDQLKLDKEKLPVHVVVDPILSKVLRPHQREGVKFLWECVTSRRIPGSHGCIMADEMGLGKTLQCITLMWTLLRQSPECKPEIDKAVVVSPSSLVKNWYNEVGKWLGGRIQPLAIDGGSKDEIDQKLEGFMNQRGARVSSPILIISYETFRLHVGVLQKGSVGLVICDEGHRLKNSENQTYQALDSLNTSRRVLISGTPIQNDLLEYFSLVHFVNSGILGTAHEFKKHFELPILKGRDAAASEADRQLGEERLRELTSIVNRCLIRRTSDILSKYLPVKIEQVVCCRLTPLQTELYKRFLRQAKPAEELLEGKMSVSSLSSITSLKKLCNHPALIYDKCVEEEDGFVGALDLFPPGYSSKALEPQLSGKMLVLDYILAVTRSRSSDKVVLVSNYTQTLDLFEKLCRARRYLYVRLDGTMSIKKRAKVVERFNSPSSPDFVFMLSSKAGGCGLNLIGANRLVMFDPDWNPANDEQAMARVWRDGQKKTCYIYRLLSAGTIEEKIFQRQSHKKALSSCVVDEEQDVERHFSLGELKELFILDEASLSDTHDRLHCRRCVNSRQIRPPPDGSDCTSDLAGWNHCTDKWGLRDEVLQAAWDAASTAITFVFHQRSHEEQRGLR
ARNT TACC3 PPI: disrupts binding between human ARNT and TACC3; AlphaScreen His-ARNT PAS-B/GST-TACC3 binding, luminescence; TACC3 fragment carries E629A point mutation; inhibition, % at 9.99 µM; actives 0.66% (n = 390,000); AID 623870; Q9Y6A5;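 active = mean inhibition of replicates at least 50% and at least half of replicates each reaching 50%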;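 also: 0% = complete ARNT plus TACC3 wells and 100% = ARNT alone without TACC3; many hits fall short of the cut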
Starred values were filed as active, the others as inactive. These rows are one share of the data; the hit share may differ from the screen's.

Results follow in this order: RAD54 inh, ARNT TACC3 PPI
Fc1ccc(CSc2nncn2NCc2ccc3c(c2)OCO3)cc1
  -1, -2
COc1ccccc1N1CCN(C(=O)c2c(-c3ccccc3)noc2C)CC1
  1, 3
NS(=O)(=O)c1ccc(NC(=O)NC2CCCCC2)cc1
  3, -2
Cc1nc(CN2CCOCC2)cc(=O)[nH]1
  -2, -3
CC(O)c1n(C)c(Cl)c[n+]1C (stereo unspecified)
  5, -2
CC(C)(C)c1nnc(NC(=O)c2cc(-c3ccccc3)nc3ccccc23)s1
  1, -5
c1ccc(Cn2c(-c3ccco3)nc3nc4ccccc4nc32)cc1
  -6, -5
CCOC(=O)Cc1nnc2c(Nc3ccccc3F)nc3nonc3n12
  -9, 0
CC(=O)N1CCN(C(=S)c2ccc([N+](=O)[O-])cc2)CC1
  -1, -1
Cc1ccc(NC(=O)CN(C)S(=O)(=O)c2cccc3nsnc23)cc1C
  -2, -29

The final 2 compounds of the part before lead into the next:
Results follow in this order: RAD54 inh, ARNT TACC3 PPI
CC(=O)N1CCN(C(=S)c2ccc([N+](=O)[O-])cc2)CC1
  -1, -1
Cc1ccc(NC(=O)CN(C)S(=O)(=O)c2cccc3nsnc23)cc1C
  -2, -29
Cc1nc2ccc(Br)cn2c(=O)c1Cl
  -3, -2
CNC(=O)c1cc2c(=O)n3cc(C)ccc3nc2n(C(C)C)c1=N
  -2, -24
C=CCOC(=O)C1=C(C)OC(N)=C(C#N)C1c1ccccc1F (stereo unspecified)
  -20, -2
COc1ccc(C(c2c(O)ccc3ccccc23)N2CCOCC2)c(OC)c1 (stereo unspecified)
  -5, -6
C=CCNC(=O)C1=NOC(CNC(=O)c2c(-c3ccccc3Cl)noc2C)C1 (stereo unspecified)
  11, -2
Clc1ccc2oc(-c3ccccc3)nc2c1
  2, -2
Nc1ncc(-c2nnnn2-c2ccc(Cl)cc2)c(-c2ccc(Cl)cc2)n1
  2, 9
COc1cc(CNc2ccc3[nH]c(=O)[nH]c3c2)cc(Br)c1OCC(=O)NC(C)(C)C
  -10, 9
CC(=O)Nc1ccc(N=Cc2nc(-c3ccc(C)cc3)oc2O)cc1
  0, 1
CCN(C(=O)COC(=O)c1cc2ccccc2cc1O)C1CCS(=O)(=O)C1 (stereo unspecified)
  -5, -6
CC(C)CCNC(=O)CCCn1c(=O)[nH]c2ccc(Br)cc2c1=O
  -2, -4
O=C(O)Cc1coc(-c2ccc(F)cc2)n1
  6, -8
CCCCOc1ccc(N2C(=O)CC(NCCc3ccc(S(N)(=O)=O)cc3)C2=O)cc1 (stereo unspecified)
  -2, -5
CCN(C(=O)Cc1ccc(Br)cc1)C1CCCCC1
  4, -2
C=CCOC(=O)C1=C(C)NC(SCC(=O)Nc2ccccc2)=C(C#N)C1c1ccco1 (stereo unspecified)
  1, 1
COc1ccc(N=C2SC(C(=O)O)CC(=O)N2Cc2ccc(OC)c(OC)c2)cc1 (stereo unspecified)
  2, -3
CCNc1nc(N)c(C(=C(C#N)C#N)c2ccccc2)s1
  18, -9
Cc1ccc(-c2nn3c(C)nnc3s2)cc1N
  -2, -7
Cc1ccc(-n2nnnc2-c2cnc(-c3cccnc3)nc2C(F)(F)F)cc1
  4, 1
CCOC(=O)c1cn2cccnc2n1
  -6, -1
COc1ccc(Cn2c(C3CC3)nc3ccc(NC(=O)c4ccco4)cc3c2=O)cc1
  -13, -1
O=C(NC1=NCCS1)C1COc2ccccc2O1 (stereo unspecified)
  -7, -10
CCOc1ccc(NC2=NCC(=O)N2CCc2ccccc2)cc1
  -7, -5
Cn1c(=O)c2c(nc(CN3CCN(C(=O)c4ccco4)CC3)n2Cc2ccccc2)n(C)c1=O
  -4, 3
O=C(O)Cc1sc(-c2ccc(Cl)cc2)nc1-c1ccccc1
  -9, 0
COc1ccc2cc3cc(C(=O)NC(C)C)oc3nc2c1
  -7, 5
CC(C)C(NS(=O)(=O)c1cccs1)C(=O)N1CCc2ccccc2C1 (stereo unspecified)
  -6, 0
O=C(COC(=O)c1cccc(S(=O)(=O)N2CCc3ccccc3C2)c1)NCc1ccco1
  -7, -4
CCC(C(=O)NCc1ccccc1OC)n1nc(C)n2c(cc3occc32)c1=O (stereo unspecified)
  0, 4
O=C(Nc1ccc2nc(-c3ccccn3)[nH]c2c1)C1CCCCC1
  -11, 59*
CC(C)C[C@H]1CN=C(Nc2ccccc2)N1CC1CCC(C)CC1 (stereo partly specified)
  3, -5
COc1ccccc1N(CC(=O)NC1CCCC1)C(=O)c1csnn1
  -9, -7
CCOc1ccccc1C1C(C#N)=C(N)Nc2onc(-c3ccccc3)c21 (stereo unspecified)
  -6, 8
Cc1ccc(S(=O)(=O)Cn2nnnc2C(C(C)C)N2CCN(Cc3ccco3)CC2)cc1 (stereo unspecified)
  14, -3
Cc1cccc(NS(=O)(=O)c2ccc(C3CCCCC3)cc2)c1
  5, 6
CC(C)NC(=O)NC(=O)COc1c(F)c(F)cc(F)c1F
  2, -6
Clc1cccc(-c2nc3nc4ccccc4nc3n2Cc2ccco2)c1
  -3, -17
CCc1ccc(C(=O)NC(=S)Nc2ccccc2N2CCOCC2)cc1
  -1, 10
CC1CC(OCC(O)CN2CCN(Cc3ccccc3)CC2)CC(C)(C)C1 (stereo unspecified)
  -4, -2
CN(C)S(=O)(=O)c1cccc(C(=O)C2=C3SC=C(c4ccccc4)N3CC2)c1
  -8, -2
O=C(CSc1nnc(-c2cc(-c3cccs3)nc3ccccc23)o1)NC1CCCCC1
  -8, -2
COCCCNC(=O)CCn1c(=O)c2ccccc2n(CC(=O)Nc2ccc(C)cc2C)c1=O
  -3, -8
CC1(Cc2cn(CCC#N)c3ccccc23)OCCO1
  -7, 0
Clc1cccc(Cl)c1NC1=NCCC1
  3, -2
O=C(NC(N1CCCC1)C(Cl)(Cl)Cl)c1ccccc1 (stereo unspecified)
  9, -8
CCOC(=O)N1CCC(NS(=O)(=O)c2ccc3c(c2)OCC(=O)N3)CC1
  -2, -4
COc1ccc(C2SCC(=O)N2c2c(C)n(C)n(-c3ccccc3)c2=O)cc1OC (stereo unspecified)
  3, -6
CCC1(CC)Cc2ccccc2C(=C(C#N)C#N)N1
  2, 2
Cn1c(SCc2nc3ccccc3[nH]2)nnc1-c1cnccn1
  10, -2
Cc1ccc(-n2ncc(C#N)c2/N=C/N2CCN(C)CC2)cc1
  -1, 2

Next part
Results follow in this order: RAD54 inh, ARNT TACC3 PPI
Cc1cc(NC(=O)c2ccoc2C)no1
  -4, -3
CC(C)(C)NC(=O)C(c1ccncc1)N(Cc1cccs1)C(=O)Cn1nnc(-c2ccc(F)cc2)n1 (stereo unspecified)
  3, 3
CCOC(=O)C1=C(C)NC(SC)=NC1c1ccccc1 (stereo unspecified)
  5, -8
O=C(CN1CCN(c2ccc(Cl)cc2)CC1)Nc1cccc(F)c1
  -1, -1
C=CCS(=O)(=O)c1nc2ccccc2s1
  -1, 1
COc1cc(C(=O)NCCOc2ccccc2)c(Br)c(OC)c1OC
  -1, -5
COc1cccc(OC)c1C(=O)NC(C)C12CC3CC(CC(C3)C1)C2 (stereo unspecified)
  1, 3
COc1ccc(C(=O)CN2C(=O)C(C)(C)Oc3ccc(C(=O)N4CCCCCC4)cc32)cc1
  3, 0
COc1ccccc1C(OC(=O)c1ccco1)C(=O)NC(C)(C)C (stereo unspecified)
  1, -3
O=C(CN1C(=O)NC2(CCSC2)C1=O)N1CCN(c2ccc(F)cc2)CC1 (stereo unspecified)
  -7, -25
O=C(NCC(c1cccs1)N1CCOCC1)c1ccco1 (stereo unspecified)
  -14, -7
COCC(C)n1c(C)cc(C(=O)CSc2nnc(Nc3ccccc3F)s2)c1C (stereo unspecified)
  6, 9
N#C/C(=C\C1CC=CCC1)c1nc2ccccc2[nH]1 (stereo unspecified)
  -3, 0
CCOC(=O)c1cc(C)n(-c2c(C)n(C)n(-c3ccccc3)c2=O)c1C
  -7, -3
Cc1cccc(N2CCN(C(=O)Cc3cn(C)c4ccccc34)CC2)c1C
  1, 12
N#C/C(=N\Nc1ccccc1F)C(=N)N1CCCCC1
  1, 24
CCCNC(=O)C1(CC2CC(c3ccccc3)=NO2)CCN(C(=O)CCCCCBr)CC1 (stereo unspecified)
  -2, 4
CCN(C)c1ccc(/C=N\n2nnnc2N)cc1
  -4, -2
Cc1cccc(-c2noc(CN(C(=O)C34CC5CC(CC(C5)C3)C4)C(C)C)n2)c1
  -2, 3
C=CCn1c(=O)c(C(=O)Nc2ccccc2O)c(O)c2ccccc21
  4, -3
CCN(CC)c1ccc(C(=O)Nc2cccc(F)c2)cc1
  -2, 1
CC(C)CNS(=O)(=O)c1ccc(CCC(=O)NCc2ccco2)cc1
  1, -3
Cc1cc(C)nc(SCc2nc(N)nc(-c3ccccc3O)n2)n1
  9, -20
FC(F)(F)c1cc(-c2ccccc2)nc(NC2CCCC2)n1
  3, 0
C=CCOc1ccc(/C(O)=C2/C(=O)C(=O)N(CCCN3CCOCC3)C2c2ccccc2)cc1 (stereo unspecified)
  6, -3
COc1ccc(OCCNc2cc(N3CCCCC3)ccc2[N+](=O)[O-])cc1
  7, 0
COc1ccc(NC(=O)C(=O)NNC(=O)c2cccs2)c(OC)c1
  -15, -3
Cc1ccc2[nH]c(=O)c(CN(CCN3CCOCC3)C(=O)Nc3ccccc3F)cc2c1
  0, -2
CCOc1ccccc1-c1nc(-c2ccc(NC(=O)Cc3ccc(OC)cc3)cc2)no1
  4, -4
O=[N+]([O-])c1ccc(O)c(NC(=S)Nc2ccccc2)c1
  6, 4
Cc1nc(SCC(=O)c2ccc(Cl)s2)c2oc3ccccc3c2n1
  -15, -6
CCc1cc(=O)oc2cc(C)cc(OC(=O)c3ccco3)c12
  -2, 1
CCC(C(=O)Nc1cc(C)on1)c1ccccc1 (stereo unspecified)
  6, -4
c1ccc(-c2nnc(OCCN3CCOCC3)c3ccccc23)cc1
  -8, 2
O=C(NCc1cc(C(F)(F)F)cc(C(F)(F)F)c1)C12CN(Cc3ccccc3)CC1C(c1cccc([N+](=O)[O-])c1)=NO2 (stereo unspecified)
  3, 11
CC(C)c1onc(C(=O)N2CCCCC2C)c1[N+](=O)[O-] (stereo unspecified)
  -5, -2
CC(C)NC(=O)c1cc2cc([N+](=O)[O-])ccc2s1
  -7, 3
COc1ccc(Cc2nnc(NC(=O)C3CCCO3)s2)cc1OC (stereo unspecified)
  3, 4
Cc1cc(C=O)c(C)n1-c1cc(C(F)(F)F)ccc1N1CCOCC1
  4, -4
O=C(c1cnccn1)N(Cc1ccco1)C1(C(=O)NC2CCCC2)CCCCC1
  6, 0
Cc1cc(C)c(C#N)c(SCC(=O)Nc2nnc(-c3ccccc3)s2)n1
  -7, -1
CCn1cc(C(=O)OCc2cccc(Br)c2)c(=O)c2ccc(C)nc21
  -3, -2
C=CCc1ccc(OCCOCCOc2ccc(C)cc2[N+](=O)[O-])c(OC)c1
  4, -4
O=C(Oc1cccc(Nc2ncnc3ccccc23)c1)c1ccccc1Cl
  -1, -8
O=c1cc(-c2ccccc2)nc2nc[nH]n12
  -3, 6
CC1CCN(C(=O)c2ccc3c(c2NCCO)C(=O)c2ccccc2C3=O)CC1
  16, 24
C#CCOCCOCCOCCNc1nc(N2CCN(C(=O)[C@H](CCCCN)n3cc([C@@H](N)C(C)CC)nn3)CC2)nc(N2CCN(C(=O)[C@H](Cc3ccc(O)cc3)n3cc([C@@H](N)C(C)CC)nn3)CC2)n1 (stereo partly specified)
  -6, 46*
Cc1ccc(S(=O)(=O)NC(CN2CCOCC2)=NCCNS(=O)(=O)c2ccccc2)cc1
  -12, -8
O=C(CNC1CCCCC1)N1CCc2ccccc2C1
  7, -3
CCC(C)NC(=O)CCc1c(C)nc2nc(-c3cc(OC)cc(OC)c3)nn2c1C (stereo unspecified)
  8, -20
CCN(CC)C(=O)CN(c1ccc(C)cc1)S(=O)(=O)c1ccc(SC)cc1
  -6, 4

Ordered by count of non-hydrogen atoms (descending): 13 of the compounds above
Results follow in this order: RAD54 inh, ARNT TACC3 PPI
C#CCOCCOCCOCCNc1nc(N2CCN(C(=O)[C@H](CCCCN)n3cc([C@@H](N)C(C)CC)nn3)CC2)nc(N2CCN(C(=O)[C@H](Cc3ccc(O)cc3)n3cc([C@@H](N)C(C)CC)nn3)CC2)n1 (stereo partly specified)
  -6, 46*
O=C(NCc1cc(C(F)(F)F)cc(C(F)(F)F)c1)C12CN(Cc3ccccc3)CC1C(c1cccc([N+](=O)[O-])c1)=NO2 (stereo unspecified)
  3, 11
Cc1ccc(S(=O)(=O)NC(CN2CCOCC2)=NCCNS(=O)(=O)c2ccccc2)cc1
  -12, -8
CCC(C)NC(=O)CCc1c(C)nc2nc(-c3cc(OC)cc(OC)c3)nn2c1C (stereo unspecified)
  8, -20
O=C(c1cnccn1)N(Cc1ccco1)C1(C(=O)NC2CCCC2)CCCCC1
  6, 0
C=CCc1ccc(OCCOCCOc2ccc(C)cc2[N+](=O)[O-])c(OC)c1
  4, -4
CCN(CC)C(=O)CN(c1ccc(C)cc1)S(=O)(=O)c1ccc(SC)cc1
  -6, 4
Cc1cc(C)c(C#N)c(SCC(=O)Nc2nnc(-c3ccccc3)s2)n1
  -7, -1
c1ccc(-c2nnc(OCCN3CCOCC3)c3ccccc23)cc1
  -8, 2
COc1ccc(Cc2nnc(NC(=O)C3CCCO3)s2)cc1OC (stereo unspecified)
  3, 4
O=C(CNC1CCCCC1)N1CCc2ccccc2C1
  7, -3
CC(C)NC(=O)c1cc2cc([N+](=O)[O-])ccc2s1
  -7, 3
O=c1cc(-c2ccccc2)nc2nc[nH]n12
  -3, 6

Screening data (PubChem)
